# Screening data: PubChem, several laboratories
# OX1R antag-1 – OX1R (HCRTR1) antagonists, primary screen, fluorescence, CHO/OX1R cells, Fluo-8 calcium, orexin A. Orexin/Hypocretin receptor type 1 (Homo sapiens), O43613. Fluo-8 calcium fluorescence. inhibition, % at 5 µM. 330,000 compounds, 0.43% hits. AID 434989, 2010;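 active means inhibition above its plate's threshold, mean inhibition of all tested compounds on the plate plus 3 SD, cut at about 37% in these data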;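 further: 0% = orexin A challenge wells and 100% = SB-334867-A antagonist wells; not every result past the cut was called active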
# Target sequence (O43613 whole entry, looked up): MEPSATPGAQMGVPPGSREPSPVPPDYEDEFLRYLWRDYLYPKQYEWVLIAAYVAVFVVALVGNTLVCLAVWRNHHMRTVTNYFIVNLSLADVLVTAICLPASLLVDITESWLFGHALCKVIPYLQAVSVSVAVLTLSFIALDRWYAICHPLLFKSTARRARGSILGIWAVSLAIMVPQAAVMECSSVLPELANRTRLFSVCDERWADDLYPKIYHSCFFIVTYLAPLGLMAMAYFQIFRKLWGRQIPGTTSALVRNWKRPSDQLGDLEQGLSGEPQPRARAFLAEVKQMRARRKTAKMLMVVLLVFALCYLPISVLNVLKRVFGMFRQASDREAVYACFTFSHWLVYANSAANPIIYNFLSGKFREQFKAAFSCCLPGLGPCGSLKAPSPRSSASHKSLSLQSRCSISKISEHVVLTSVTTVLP
# OX1R antag-2 – antagonists of human orexin 1 receptor (OX1R); 330,000 compounds, 1.8% hits; OX1R-expressing cells, FRET antagonist read-out; inhibition, % at 6.6 µM; AID 485270, 2010; in the data active means inhibition mostly above about 38%, no sharp cut-off; inactive means mostly below about 40%;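 further: 0% = agonist challenge alone and 100% = reference antagonist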
# STK33 kinase inh – inhibitors of purified STK33 kinase, primary screen, biochemical, ADP-Glo luminescence, homogeneous, cell-free. MBP phosphorylation. inhibition, % at 10 µM. 320,000 compounds, 0.073% hits. AID 2661, 2010;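 active means inhibition at or above 25%, using the most active replicate where run in duplicate; inactive means inhibition below 25%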
# Target sequence (Q9BYT3 whole entry, looked up): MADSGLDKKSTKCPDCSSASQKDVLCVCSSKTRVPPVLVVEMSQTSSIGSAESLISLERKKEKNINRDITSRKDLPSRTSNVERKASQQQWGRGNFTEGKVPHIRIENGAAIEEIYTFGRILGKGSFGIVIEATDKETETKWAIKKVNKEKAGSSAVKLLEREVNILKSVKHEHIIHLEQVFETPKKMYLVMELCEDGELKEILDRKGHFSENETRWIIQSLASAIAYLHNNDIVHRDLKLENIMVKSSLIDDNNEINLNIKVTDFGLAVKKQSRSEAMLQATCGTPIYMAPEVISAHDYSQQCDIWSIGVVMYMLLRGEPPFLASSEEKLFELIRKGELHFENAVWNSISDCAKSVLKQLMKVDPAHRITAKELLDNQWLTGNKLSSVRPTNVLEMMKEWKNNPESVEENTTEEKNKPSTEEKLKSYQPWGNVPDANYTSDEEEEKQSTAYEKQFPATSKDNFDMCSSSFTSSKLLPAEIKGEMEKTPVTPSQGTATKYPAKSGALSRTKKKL
# Active calls of the source: *; nt = not tested or not shown. An unsorted share of the library (roughly 2.2% active in at least one column).
canonical_smiles,OX1R antag-1,OX1R antag-2,STK33 kinase inh
COc1ccc(C)cc1NC(=O)CSc1ccc(-c2sc(C)nc2C)nn1,-20,23,0.2
O=C(NCc1ccncc1)c1cc2ccccc2nc1Cl,-4,9,-0.3
Cc1ccc(S(=O)(=O)N(CC(=O)N2CCC(C(N)=O)CC2)c2cccc(C(F)(F)F)c2)cc1,-21,8,-0.6
Cc1ccc(S(=O)(=O)c2cc3c(=O)n4ccccc4nc3n(C3CCCC3)c2=N)cc1,-38,23,1.6
O=C(Cn1nnc(-c2ccccc2)n1)N1CCN(S(=O)(=O)c2ccc(Cl)cc2)CC1,-19,1,-0.4
CC(C)CN(C(=O)COC(=O)C1=COCCO1)c1c(N)n(Cc2ccccc2)c(=O)[nH]c1=O,-18,15,-2.4
CCOC(=O)C1CCCN(S(=O)(=O)CCNC(=O)c2ccc3c(c2)OCO3)C1 (stereo not drawn),-23,2,nt
CC(C)(C)OC(=O)N[C@@H](COCc1ccccc1)C(=O)N[C@@H](CO)[C@H](O)[C@@H]1C[C@@H]1C(=O)N1CCCC1,-8,16,1.0
CC(=O)NCCn1c(SCc2ccc(C)cc2C)nc2ccccc2c1=O,-30,16,-1.4
Cc1cccc(Nc2nnc(SCC(=O)N(C)C3CCS(=O)(=O)C3)s2)c1C (stereo not drawn),-6,12,-0.5
CC(C)c1ccc(OCc2ccc(C(=O)NN3CCN(C)CC3)o2)cc1,-13,10,0.3
COc1ccc(CCN(C)C(=O)c2cc(=O)c3ccccc3o2)cc1OC,-15,5,-3.4
CCCCC(=O)Nc1cccc(NC(=O)c2cccc([N+](=O)[O-])c2)c1,-15,22,-0.9
CCOC(=O)[C@H]1[C@H]2COc3cc(OC)ccc3[C@@H]2N2C(=O)c3cc(F)ccc3NC(=O)[C@@]12C,-24,11,-0.4
O=C(O)c1ccc(C(=O)O)c(C(=O)c2ccccc2)c1,-6,7,-1.3
CCCCNC(=O)c1cnc2n(c1=O)CCS2,-20,15,0.1
COc1ccc(NC(=O)CSc2nncn2C)cc1,-4,-6,-0.3
Nc1cccc(Oc2ccc([N+](=O)[O-])cc2)c1,-1,9,-6.0
COCCCNC(=O)c1c(N)n(-c2ccc3c(c2)OCO3)c2nc3ccccc3nc12,-6,104*,-0.6
CC(C)(C)c1cc(NC(=O)c2ccco2)n(-c2ccccc2)n1,-12,3,-1.3
O=C(c1cn[nH]c1)c1cc(F)ccc1O,-25,14,3.0
CCCc1[nH]c2ccc(C#N)cc2c1CCC,19,29,-0.5
Cn1c(SCC(=O)Nc2cc([N+](=O)[O-])ccc2F)nnc1C(F)(F)F,2,31,-1.7
Cc1cc(C(=O)CCC(=O)N2CCN(S(=O)(=O)c3ccccc3)CC2)c(C)s1,-30,8,nt
Cc1nc2ccccc2c(=O)n1/N=C/c1ccc(O)cc1O,-11,18,2.3
Cc1ccc(CNc2c(C=O)c(=O)[nH]c3ccccc23)cc1,-17,12,0.3
O=C(Cc1ccc(Cl)cc1)Nc1ccc(NC(=O)c2cccs2)cc1,4,17,-1.1
COc1ccc(OC(C)C(=O)N2CCC(C)CC2)cc1 (stereo not drawn),-17,-1,-1.8
CN(C)S(=O)(=O)N1CCC(Oc2ccc(C(=O)NCC(C)(C)CO)cc2)CC1,6,14,-2.4
COc1ccc(OC)c(-n2c(Cn3c(-c4ccccn4)nc4ccccc43)n[nH]c2=S)c1,4,59*,-0.8
CC1=C(CC[C@@H](C)CO)OC2CC3C4CCC5CC(O)CCC5(C)C4CC(=O)C3(C)C12 (stereo partly drawn),-27,13,0.6
CC(C)(C)NC(=O)C1CCN(S(=O)(=O)c2cccc3nsnc23)CC1,-17,25,-1.0
Cc1onc(-c2c(Cl)cccc2Cl)c1-c1nnc(-c2ccc(Cl)cc2)o1,-31,27,-2.7
O=C(Cc1ccc([N+](=O)[O-])cc1)NC1CCCCCC1,-17,3,-0.7
CCOc1ccc(NC(=O)NNC(=O)c2cccnc2)cc1,-6,25,0.7
CCOC(=O)CC1C(=O)NCCN1S(=O)(=O)c1ccc(Br)cc1 (stereo not drawn),-13,5,-2.8
O=P(C1=C(N2CCOCC2)/C(=C\c2ccccc2)CC1)(N1CCOCC1)N1CCOCC1,-13,16,0.1
Cc1[nH]nc(-c2ccc(O)cc2O)c1Oc1ccccc1,31,4,4.4
Brc1ccc(OCc2nc(-c3ccccn3)n[nH]2)cc1,-32,-1,-0.8
Cc1cccc(NC(=O)Cn2cnc3c(oc4ccccc43)c2=O)c1C,-19,-2,-1.5
CSc1ncccc1C(=O)OCc1ccccc1F,-22,18,-1.2
Cc1sc2nc(C3CC3)nc(N3CCN(S(=O)(=O)c4ccc(F)cc4)CC3)c2c1C,-53,18,0.2
O=c1[nH]cnc2c1oc1ccccc12,-16,11,-1.4
Cc1noc(C)c1C(c1ccccc1)S(=O)(=O)c1ccccc1 (stereo not drawn),-19,10,-0.1
CN(CCOCCOc1ccc(Cl)cc1Br)Cc1ccccc1,-10,12,-1.0
COc1ccc(Cl)cc1NC(=O)CN(C)C(=O)c1cc2c(F)cccc2s1,-10,14,-1.9
CN(c1ccccc1)S(=O)(=O)c1ccc(Cl)c(C(=O)NCc2ccco2)c1,-12,24,-1.4
Cc1ccnc(NC(=O)c2ccccc2NC(=O)C(C)(C)C)c1,-8,19,0.3
COC(=O)c1ccc(NC(=O)CN2CCN(S(=O)(=O)c3cc(Cl)ccc3OC)CC2)cc1,-19,16,-0.8
COc1ccc(NC(=O)N2CCCCCC2)cc1,4,5,-1.2
N/C(Cc1cccc2ccccc12)=N\OC(=O)COc1ccccc1,-10,16,-0.3
CCCn1c(OC)nc2c1c(=O)n(C)c(=O)n2C,-16,4,-2.0
Cn1c(=O)c2c(nc(N3CCOCC3)n2C)n(C)c1=O,-18,15,0.1
Cc1ccc(NS(=O)(=O)c2ccc3c(c2)NC(=O)CCS3)cc1F,-21,6,1.0
Cc1nn(Cc2ccc(Cl)cc2)c(C)c1NC(=O)C1CC=CCC1C(=O)O (stereo not drawn),-30,14,-1.1
Cc1ccc2[nH]c(C)c(CCNC(=O)NC3CCCCC3)c2c1,-23,6,-1.1
O=C(c1cc(-c2ccc(Br)cc2)on1)N1CCOCC1,-12,4,-1.1
N#Cc1cccc(C#N)c1Oc1ccc(S(=O)(=O)Nc2ccccc2)cc1,-4,18,-3.1
N#CCCCSc1nnc(Cc2ccc3c(c2)OCO3)o1,-4,19,0.4
CC(C(=O)Nc1ccc(C(F)(F)F)cc1)N(C)CC(=O)N1CCN(Cc2ccccc2)CC1 (stereo not drawn),-34,6,-0.1

# Next records follow.
canonical_smiles,OX1R antag-1,OX1R antag-2,STK33 kinase inh
COc1ccc(NC(=S)Nc2cnc3ccccc3c2)c(OC)c1,-7,21,5.5
Cc1cc(C)n(CCCNC(=O)CCNS(=O)(=O)c2ccccc2C(F)(F)F)n1,-14,-2,-0.5
COc1ccc(CN(CCCN2CCOCC2)C(=O)Nc2cccc(Cl)c2)cc1OC,-15,22,-0.7
O=C(Nc1ccc(NC(=O)C23CC4CC(CC(C4)C2)C3)cn1)c1ccco1,-9,22,0.3
COc1ccc(C(=O)N(Cc2ccco2)C(C(=O)NC2CCCC2)c2ccc(O)cc2)cc1OC (stereo not drawn),-23,7,-0.5
O=CN1Cc2[nH]c3ccccc3c2N(c2ccc(Cl)cc2)C1=O,0,14,-1.5
O=C(NCc1cccnc1)C1c2ccccc2C(=O)N1C1CCCCCCC1 (stereo not drawn),-22,8,0.6
Cc1cc(C)nc(SCNC(=O)c2ccccc2)n1,-16,-2,2.0
Cc1cc(C(=O)O)c(CSc2ncn[nH]2)o1,13,-4,-1.5
COc1ccc(-c2cc(=O)oc3cc(OCC(=O)Nc4ccc(CCO)cc4)ccc23)cc1,2,22,0.4
CCc1nccn1S(=O)(=O)c1cc(Br)ccc1OC,-8,16,0.1
NC(=O)C1CCN(Cc2ccc(OCc3ccccc3)cc2)CC1,-13,10,nt
CCN1C(=O)[C@H]2[C@H]3CN=C(SCC4CC4)N3[C@@](Cc3ccccc3)(C(=O)OC)[C@H]2C1=O,-4,3,nt
CC[C@@]12C(=O)N(c3cccc(F)c3)C(=O)N1[C@H](c1ccc(Br)cc1)[C@@H]1C(=O)N(C(C)(C)C)C(=O)[C@@H]12,-28,26,-0.9
CCOC(=O)c1sc(/N=C/N(C)C)nc1C,-18,17,1.3
N#CC1=C(N)C(C#N)(C#N)C2(C(=O)Nc3ccccc32)C2CCCC=C12 (stereo not drawn),-14,28,17
O=C(NC1(C(F)(F)F)C(=O)Nc2c1c(=O)[nH]c(=O)n2Cc1ccccc1)c1ccc(Cl)cc1Cl (stereo not drawn),-4,8,0.2
C=CCNC(=O)/C(=C/c1cn(-c2ccccc2)nc1-c1cccc([N+](=O)[O-])c1)NC(=O)c1ccccc1,-16,8,-1.7
CCCOc1ccc(NC(=O)CC2C(=O)N(CC)C(=S)N2Cc2cccs2)cc1 (stereo not drawn),-7,9,-0.5
COc1cccc(-c2nc(N3CCN(Cc4ccccc4)CC3)c3ccccc3n2)c1O,-24,18,0.7
O=C(COC(=O)c1ccc(O)cc1O)Nc1ccc(Cl)cn1,-28,36,2.5
Cc1onc(-c2ccccc2Cl)c1C(=O)Nc1cccnc1,-23,15,-0.8
Cc1ccc(NC(=O)N2CCC(C(=O)NCCC3=CCCCC3)CC2)cc1,-23,12,-0.1
COC(=O)CCCC1=CC2=C(c3ccccc3)C(=O)C(C)(OC(=O)C3CCCC3)C(=O)C2=CN1C1CCCCC1 (stereo not drawn),-2,15,0.2
CCn1c(=O)c2sccc2n(Cc2cccc(C)c2)c1=O,-25,3,4.9
CCCCC1=C([O-])C2N=CC=CC2=[N+](c2ccccn2)C1=O (stereo not drawn),5,40,-1.5
CCCn1c(N/N=C\C=C\c2ccccc2)nc2c1c(=O)[nH]c(=O)n2C,-10,8,0.8
Cc1cc(C)cc(N(CC(=O)NCC2CCCO2)C(=O)CN2C(=O)COc3ccccc32)c1 (stereo not drawn),-28,11,-1.4
COc1cc(C(=O)N2CCc3ccccc32)c([N+](=O)[O-])cc1OC,-2,18,-0.3
Cc1ccc(S(=O)(=O)NN2C(=O)/C(=C/c3cccn3C)SC2=S)cc1,-9,8,-3.5

# Sorted by value in OX1R antag-1 (descending): 5 of the compounds above
SMILES	OX1R antag-1	OX1R antag-2	STK33 kinase inh
O=CN1Cc2[nH]c3ccccc3c2N(c2ccc(Cl)cc2)C1=O	0	14	-1.5
Nc1cccc(Oc2ccc([N+](=O)[O-])cc2)c1	-1	9	-6.0
COc1ccc(NC(=S)Nc2cnc3ccccc3c2)c(OC)c1	-7	21	5.5
Cc1cc(C)nc(SCNC(=O)c2ccccc2)n1	-16	-2	2.0
CCOC(=O)[C@H]1[C@H]2COc3cc(OC)ccc3[C@@H]2N2C(=O)c3cc(F)ccc3NC(=O)[C@@]12C	-24	11	-0.4

# New compounds follow
canonical_smiles,OX1R antag-1,OX1R antag-2,STK33 kinase inh
CCOC(=O)C1=C(COC(=O)c2ccc(C)s2)NC(=O)NC1C (stereo not drawn),-16,15,-0.3
O=C(c1ccco1)N1CCN(S(=O)(=O)c2ccccc2[N+](=O)[O-])CC1,-21,7,-0.8
O=C(CCl)Nc1cc(S(=O)(=O)N2CCCCCC2)ccc1Cl,-16,5,-1.9
CSc1ccc(S(=O)(=O)NCc2ccccc2Cl)cc1,5,20,-0.1
CCc1nnc(NC(=O)c2cc3c(s2)CCCCC3)s1,-12,9,0.3
CC1(C)CC(=O)C=C(c2ccc3[nH]ccc3c2)C1,19,22,-1.6
CCOC(=O)C(=Cc1ccc(-c2ccsc2C(=O)OC)o1)C(=O)OCC,-20,21,-0.5
O=C(CSc1cn(CCNC(=O)c2cccs2)c2ccccc12)NCc1ccccc1,-5,41*,-0.2
COc1ccc(S(=O)(=O)N2CCOCC2)cc1NC(=O)CSc1n[nH]c(C(C)C)n1,-21,9,-2.2
C/C(CC(=O)Nc1cc(C)ccn1)=N\NC(=O)c1cccc(C)c1,-10,14,-0.1
Cc1ccc(C(=O)N2C(CC(=O)Nc3ccc(Cl)cc3)C(=O)NC3CCCCC32)cc1 (stereo not drawn),-9,14,0.3
COc1ccccc1CN=C1Nc2ccccc2CS1,-15,15,2.5
O=C1N=c2ccccc2=C1c1sc(=O)[nH]c1O,3,36,5.2
CC(C)C(=O)Nc1ccc(N2CCOCC2)c(S(=O)(=O)Nc2ccccc2Cl)c1,-10,9,-1.1
O=C(Nc1ccc(NC(=O)c2ccco2)c(Cl)c1)c1cccc([N+](=O)[O-])c1,-20,12,-1.6
Cc1ccc(NC(=O)CS(=O)c2ccccc2N)c(C)c1 (stereo not drawn),-4,14,-1.6
CC(=O)N1CCN(C(=O)COC(=O)CNC(=O)c2ccc(C)cc2)CC1,-6,9,-1.5
CC(C)OC(=O)c1cc(=O)[nH]c2ccccc12,-17,16,-1.3
O=C(Oc1ccccc1)c1ccc2nsnc2c1,11,11,-0.8
O=C(Nc1ccc(Cl)cc1Cl)NC1CCN(S(=O)(=O)c2ccc(F)cc2)CC1,-1,17,0.1
